PKA-R2B act = activators of PKA-R2B holoenzyme, primary screen, biochemical, fluorescence polarization, Cy5-IP20, human; cAMP-dependent protein kinase catalytic subunit beta (Homo sapiens) + cAMP-dependent …; actives 0.079% (n = 340,000); activation, % at 11.4 µM; AID 504700, 2011; PKA-R2B holoenzyme dissociation; R2B truncated from residue 108, S112A mutant; 0% DMSO only, 100% 113 µM cGMP;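 active means activation above a cutoff set at the mean over all compounds plus 3 SD, cut at about 18% in these data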;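 further: higher means more holoenzyme dissociation and a rise in polarization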
PKA-R1A act = activators of PKA-R1A holoenzyme, primary screen, biochemical, fluorescence polarization, Cy5-IP20, bovine R1A, mouse PKAc. PKA-R1A dissociation; scaled: DMSO 0%, 113 µM cGMP 100%. actives 0.083% (n = 340,000). activation, % at 11.4 µM. cAMP-dependent protein kinase type I-alpha regulatory subunit (Bos taurus) + …;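 active means percent activation above the mean of all tested compounds plus 3 SD, cut at about 19% in these data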;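 further: higher means more PKAc released from R1A so a rise in polarization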
HTR5A inv ctr = HTR5A inverse agonists in luminescence cell assay, primary screen, counter-screen for OPRM1-OPRD1 heterodimer inverse agonist project, full-deck HTS | 5-hydroxytryptamine receptor 5A (Homo sapiens), P47898 | actives 0.083% (n = 340,000) | HTR5A cell line, inverse agonism | inhibition, % at 9.3 µM | AID 504634, 2011; in the data active means inhibition mostly above about 23%, no sharp cut-off; inactive means mostly below about 18%;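 further: 0% = cells with DMSO and 100% = no-cell wells with DMSO; some compounds called inactive have numbers as strong as hits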
Target sequence (P47898 whole entry, looked up): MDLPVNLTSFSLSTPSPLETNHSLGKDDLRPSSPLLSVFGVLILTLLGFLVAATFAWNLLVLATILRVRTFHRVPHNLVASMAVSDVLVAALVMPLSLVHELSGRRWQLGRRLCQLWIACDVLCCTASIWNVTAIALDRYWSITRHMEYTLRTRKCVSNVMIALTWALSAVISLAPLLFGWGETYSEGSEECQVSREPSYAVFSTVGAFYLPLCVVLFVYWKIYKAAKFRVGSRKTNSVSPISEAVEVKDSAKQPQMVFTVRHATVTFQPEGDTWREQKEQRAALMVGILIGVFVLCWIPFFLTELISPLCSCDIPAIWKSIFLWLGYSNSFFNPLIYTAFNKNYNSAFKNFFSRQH
MOR-DOR inv ag = inverse agonists of MOR-DOR heterodimerization, primary screen, cell-based, luminescence. Mu-type opioid receptor (Homo sapiens) + Delta-type opioid receptor (Homo sapiens), …. AID 504357, 2011. cell-based MOR-DOR heterodimer luminescence, inverse agonism. inhibition, % at 9.3 µM. actives 0.21% (n = 340,000); in the data active means inhibition above about 22%, passing the limit was not always enough;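 further: 0% = cells with DMSO and 100% = wells without cells with DMSO; values of inactives mirror those of a sister screen read the other way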
V-ATPase pH = regulators of yeast V-ATPase proton pumping, primary screen, pHLuorin cytosolic pH fluorescence; S. cerevisiae; actives 0.37% (n = 350,000); response, % at 10 µM; in the data active means response mostly above about 7.3%, no sharp cut-off; inactive means mostly below about 5.4%; further: actives read high; inactives centre near 0; some compounds called inactive have numbers as strong as hits; reference of the scale not given here
Arrestin-AP2 inh = inhibitors of beta-arrestin/AP2 binding, primary screen, biochemical, GPCR trafficking, flow cytometry | beta-arrestin 1 C-terminal peptide binding to AP2 beta2-adaptin appendage (human) | inhibition, % at 10 µM | FITC-arrestin peptide / GST-AP2 beads; AP2 beta2 appendage carries R879A mutation | actives 0.31% (n = 340,000);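 active means inhibition above a set limit, near 3 SD of compounds lacking own fluorescence, cut at about 54% in these data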;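 further: plate controls were DMSO wells for no effect and 5 µM unlabelled arrestin peptide for full effect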
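Measured by: flow cytometry, FL1 (488/535 nm); Material: AP2 appendage R879A on GSH beads; Evaluation: percent response; Timing: pre-incubation 12 min, peptide binding 1 h, room temperature; Also added: 50 nM FITC-arrestin peptide; Medium: PBS with 0.05% Tween 20 and 0.1% BSA.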
OPRM1-OPRD1 ag = agonists of OPRM1-OPRD1 heterodimerization, primary screen, cell-based, luminescence. actives 0.3% (n = 340,000). Mu-type opioid receptor (Homo sapiens) + Delta-type opioid receptor (Homo sapiens), …. cells. activation, % at 9.3 µM; in the data active means activation above about 18%;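 further: 0% = vehicle-treated cells and 100% = reference agonist; values of inactives mirror those of a sister screen read the other way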
Pemphigus Ab inh = inhibitors of pemphigus antibody binding to DSG3, primary screen, biochemical, bead-based, flow cytometry, scFv-GFP | Desmoglein-3 (Homo sapiens), P32926 | DSG3-coupled beads, scFv-anti-DSG3-GFP binding; hits give low values | actives 0.48% (n = 310,000) | binding (percent of control), % at 10 µM;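 active means binding more than 3 SD below its plate's average and above zero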;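 further: hits lower antibody fragment binding to DSG3; some compounds called inactive have numbers as strong as hits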
DAGLB inh = DAGLB lipase inhibitors, primary screen, biochemical, fluorescence, HTS | Diacylglycerol lipase-beta (Homo sapiens), Q8NCG7 | inhibition, % at 5.17 µM | AID 504411, 2011 | HEK293T DAGLB membrane lysate, EnzChek fluorogenic substrate | actives 0.059% (n = 340,000); in the data active means inhibition above about 34%;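 further: 0% = enzyme with vehicle and 100% = wells lacking enzyme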
Target sequence (Q8NCG7 whole entry, looked up): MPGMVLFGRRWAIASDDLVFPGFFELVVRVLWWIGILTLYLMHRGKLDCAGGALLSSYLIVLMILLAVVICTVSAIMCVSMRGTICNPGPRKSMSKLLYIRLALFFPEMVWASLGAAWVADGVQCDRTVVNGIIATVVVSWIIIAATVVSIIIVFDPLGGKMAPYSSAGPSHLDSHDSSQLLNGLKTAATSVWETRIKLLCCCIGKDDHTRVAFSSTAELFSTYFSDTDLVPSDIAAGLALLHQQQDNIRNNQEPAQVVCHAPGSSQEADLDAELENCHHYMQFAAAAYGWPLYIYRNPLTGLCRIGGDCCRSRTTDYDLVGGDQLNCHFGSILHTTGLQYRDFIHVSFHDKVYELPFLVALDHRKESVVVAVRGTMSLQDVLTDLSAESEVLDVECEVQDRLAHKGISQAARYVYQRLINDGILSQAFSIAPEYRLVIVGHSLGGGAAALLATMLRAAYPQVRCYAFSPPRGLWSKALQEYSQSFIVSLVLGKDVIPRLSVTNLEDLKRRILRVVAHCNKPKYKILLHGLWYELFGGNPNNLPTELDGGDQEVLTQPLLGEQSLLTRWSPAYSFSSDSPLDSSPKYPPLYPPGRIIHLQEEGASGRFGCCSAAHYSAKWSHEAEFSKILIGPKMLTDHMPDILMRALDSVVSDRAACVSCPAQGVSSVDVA
HTR5A ag = HTR5A agonists in luminescence cell assay, primary screen, counter-screen for OPRM1-OPRD1 heterodimer agonist project, full-deck HTS. 5-hydroxytryptamine receptor 5A (Homo sapiens), P47898. cell-based. activation, % at 9.3 µM. actives 0.61% (n = 340,000). AID 504692, 2011; in the data active means activation mostly above about 9.5%, no sharp cut-off; inactive means mostly below about 7.6%;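 further: 0% = cells with vehicle only and 100% = reference agonist; strong numbers were not always called active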
Active calls of the source: *. This is a random part of the collection; any-hit rate near 2.4%.

Screening COCCNC(=O)C1CCC(CNS(=O)(=O)c2cccc3nsnc23)CC1 (stereo unspecified) returned PKA-R2B act -0.5, PKA-R1A act 6.3, HTR5A inv ctr -10.6, MOR-DOR inv ag 5.5, V-ATPase pH 0.1, Arrestin-AP2 inh 44.0, OPRM1-OPRD1 ag -1.1, Pemphigus Ab inh 96.2, DAGLB inh -1.8 and HTR5A ag 3.1.
CC1Cc2ccccc2N1C(=O)CSc1nnc(-c2ccc(S(=O)(=O)N3CCCC3)cc2)o1 (stereo unspecified) was read as PKA-R2B act -1.6, PKA-R1A act 4.6, HTR5A inv ctr 5.7, MOR-DOR inv ag 6.9, V-ATPase pH -1.4, Arrestin-AP2 inh -1.1, OPRM1-OPRD1 ag -1.4, Pemphigus Ab inh 88.7, DAGLB inh 0.2 and HTR5A ag -2.2.
CC(C)C(NS(=O)(=O)c1cccc2nsnc12)C(=O)NC1CCCCC1C (stereo unspecified) was read as PKA-R2B act 4.5, PKA-R1A act -5.1, HTR5A inv ctr 10.0, MOR-DOR inv ag 12.2, V-ATPase pH 2.4, Arrestin-AP2 inh 10.9, OPRM1-OPRD1 ag -2.4, Pemphigus Ab inh 106.4, DAGLB inh 1.2 and HTR5A ag -1.3.
`CCOc1cccc(NC(=O)C2CC(=O)N(C)C(=Nc3cccc(F)c3)S2)c1` (stereo unspecified) gave PKA-R2B act 1.5, PKA-R1A act 10.9, HTR5A inv ctr -13.1, MOR-DOR inv ag -52.0, V-ATPase pH 5.5, Arrestin-AP2 inh -15.0, OPRM1-OPRD1 ag 9.2, Pemphigus Ab inh 99.8, DAGLB inh -5.6 and HTR5A ag 5.1.
COc1ccc([N+](=O)[O-])cc1N(CC(=O)NCCSc1ccccc1)S(C)(=O)=O was read as PKA-R2B act -3.7, PKA-R1A act -5.8, HTR5A inv ctr -16.8, MOR-DOR inv ag 4.3, V-ATPase pH 5.1, Arrestin-AP2 inh -5.6, OPRM1-OPRD1 ag -0.8, Pemphigus Ab inh 101.8, DAGLB inh -0.9 and HTR5A ag 6.4.
For Cn1cc(CCCC(=O)NCc2ccc(F)cc2)c2ccccc21 the results were PKA-R2B act 3.0, PKA-R1A act -9.8, HTR5A inv ctr 11.0, MOR-DOR inv ag 4.3, V-ATPase pH -3.0, Arrestin-AP2 inh -4.5, OPRM1-OPRD1 ag -0.9, Pemphigus Ab inh 119.8, DAGLB inh -4.0 and HTR5A ag -3.1.
O=C(NN=C1CCCC1)C(=O)Nc1cccc(C(F)(F)F)c1 was read as PKA-R2B act 0.3, PKA-R1A act 2.8, HTR5A inv ctr 13.9, MOR-DOR inv ag 5.5, V-ATPase pH 2.5, Arrestin-AP2 inh 3.0, OPRM1-OPRD1 ag -1.3, DAGLB inh -0.7 and HTR5A ag -5.6.
`CSc1ccc(C(=O)C2CCCN(C(=O)c3ccsc3)C2)cc1` (stereo unspecified) gave PKA-R2B act 3.0, PKA-R1A act -5.9, HTR5A inv ctr -17.4, MOR-DOR inv ag 15.5, V-ATPase pH -0.1, Arrestin-AP2 inh 1.1, OPRM1-OPRD1 ag -3.0, Pemphigus Ab inh 93.4, DAGLB inh -0.7 and HTR5A ag 3.6.
Screening Cc1sc(NC(=O)CSc2nnc(-c3ccccc3)o2)c(C#N)c1C returned PKA-R2B act 4.8, PKA-R1A act 3.5, HTR5A inv ctr -19.6, MOR-DOR inv ag 8.4, V-ATPase pH -2.6, Arrestin-AP2 inh 28.1, OPRM1-OPRD1 ag -1.4, Pemphigus Ab inh 98.8, DAGLB inh -1.6 and HTR5A ag 3.6.
For COc1cccc(N(C(=O)c2ccco2)C(C(=O)NC2CCCC2)c2cccnc2)c1 (stereo unspecified) the results were PKA-R2B act -12.8, PKA-R1A act 10.2, HTR5A inv ctr -3.2, MOR-DOR inv ag -0.9, V-ATPase pH 3.3, Arrestin-AP2 inh 15.6, OPRM1-OPRD1 ag 0.1, Pemphigus Ab inh 110.2, DAGLB inh -2.1 and HTR5A ag -0.9.

2 records drawn at random from the list so far:
Screening Cc1sc(NC(=O)CSc2nnc(-c3ccccc3)o2)c(C#N)c1C returned PKA-R2B act 4.8, PKA-R1A act 3.5, HTR5A inv ctr -19.6, MOR-DOR inv ag 8.4, V-ATPase pH -2.6, Arrestin-AP2 inh 28.1, OPRM1-OPRD1 ag -1.4, Pemphigus Ab inh 98.8, DAGLB inh -1.6 and HTR5A ag 3.6.
For COc1cccc(N(C(=O)c2ccco2)C(C(=O)NC2CCCC2)c2cccnc2)c1 (stereo unspecified) the results were PKA-R2B act -12.8, PKA-R1A act 10.2, HTR5A inv ctr -3.2, MOR-DOR inv ag -0.9, V-ATPase pH 3.3, Arrestin-AP2 inh 15.6, OPRM1-OPRD1 ag 0.1, Pemphigus Ab inh 110.2, DAGLB inh -2.1 and HTR5A ag -0.9.

Following part:
Screening O=C(Nc1ccc(N2CCN(C(=O)c3ccc(Cl)cc3)CC2)cc1)c1cccs1 returned PKA-R2B act -9.7, PKA-R1A act 2.9, HTR5A inv ctr 4.7, MOR-DOR inv ag -35.0, V-ATPase pH -3.4, Arrestin-AP2 inh 24.2, OPRM1-OPRD1 ag 10.7, Pemphigus Ab inh 98.1, DAGLB inh 0.6 and HTR5A ag 3.0.
Screening O=c1/c(=C\c2ccc(O)cc2)sc2n1C(c1ccccc1)C(c1ccccc1)=NN=2 (stereo unspecified) returned PKA-R2B act -5.4, PKA-R1A act -2.0, HTR5A inv ctr 9.0, MOR-DOR inv ag -10.0, V-ATPase pH 1.2, Arrestin-AP2 inh 2.7, OPRM1-OPRD1 ag 1.8, Pemphigus Ab inh 102.1, DAGLB inh 0.2 and HTR5A ag -3.5.
`COc1ccc(S(=O)(=O)N(C)CC(=O)NCc2ccco2)cc1Cl` gave PKA-R2B act -14.4, PKA-R1A act -5.5, HTR5A inv ctr -1.3, MOR-DOR inv ag 12.3, V-ATPase pH -3.7, Arrestin-AP2 inh 38.4, OPRM1-OPRD1 ag -3.8, Pemphigus Ab inh 108.8, DAGLB inh -1.1 and HTR5A ag 3.0.
Nc1ccn([C@@H]2O[C@H](CNCc3ccc(C#CCCO)cc3)[C@@H](O)[C@H]2O)c(=O)n1 was read as PKA-R2B act -6.1, PKA-R1A act -8.5, V-ATPase pH 1.1 and DAGLB inh 8.0.
Screening O=C(Nc1cccc(-c2ccccc2)c1)N1CCN(C(=O)Nc2cccc(-c3ccccc3)c2)CC1 returned PKA-R2B act 5.6, PKA-R1A act 2.7, HTR5A inv ctr -10.4, MOR-DOR inv ag 12.2, V-ATPase pH 0.6, Arrestin-AP2 inh 3.2, OPRM1-OPRD1 ag -2.5, Pemphigus Ab inh 90.2, DAGLB inh 2.8 and HTR5A ag 3.5.
`Cc1ccc(C)c(N(C(=O)CCC(=O)Nc2cc(C)on2)C(C(=O)NC2CCCC2)c2ccco2)c1` (stereo unspecified) gave PKA-R2B act -3.1, PKA-R1A act -8.2, HTR5A inv ctr 17.1, MOR-DOR inv ag 0.6, V-ATPase pH -1.1, Arrestin-AP2 inh 2.7, OPRM1-OPRD1 ag -0.1, Pemphigus Ab inh 96.9, DAGLB inh 9.8 and HTR5A ag -0.7.
Screening Nc1cc(-c2ccc(Cl)cc2)nn1S(=O)(=O)c1cccc2nsnc12 returned PKA-R2B act -5.2, PKA-R1A act -15.0, HTR5A inv ctr -2.3, MOR-DOR inv ag -9.2, V-ATPase pH 3.1, Arrestin-AP2 inh -9.9, OPRM1-OPRD1 ag 1.6, Pemphigus Ab inh 97.7, DAGLB inh 1.6 and HTR5A ag 0.8.
COc1cccc(-n2nnnc2SCC(=O)c2ccc(NC(C)=O)cc2)c1 was read as PKA-R2B act -12.9, PKA-R1A act 3.5, HTR5A inv ctr -4.9, MOR-DOR inv ag 2.6, V-ATPase pH 1.4, Arrestin-AP2 inh -47.1, OPRM1-OPRD1 ag -0.5, Pemphigus Ab inh 101.7, DAGLB inh 0.9 and HTR5A ag 1.9.
`CCCCn1c(SCC(=O)Nc2ccccc2C(F)(F)F)nc2ccsc2c1=O` gave PKA-R2B act -7.7, PKA-R1A act 0.9, HTR5A inv ctr 2.5, MOR-DOR inv ag 3.9, V-ATPase pH -3.1, Arrestin-AP2 inh 6.1, OPRM1-OPRD1 ag -0.8, Pemphigus Ab inh 106.1, DAGLB inh -6.0 and HTR5A ag -2.0.
Screening COc1ccc(N2CCN(C(CNC(=O)C(=O)NC3CCCC3)c3ccco3)CC2)cc1 (stereo unspecified) returned PKA-R2B act -10.4, PKA-R1A act -7.8, HTR5A inv ctr -6.2, MOR-DOR inv ag 5.3, V-ATPase pH -3.5, Arrestin-AP2 inh -2.9, OPRM1-OPRD1 ag -0.8, DAGLB inh 1.0 and HTR5A ag 0.6.
`Cc1cc(NC(=O)c2cc([N+](=O)[O-])cc([N+](=O)[O-])c2)n(-c2ccccc2)n1` gave PKA-R2B act 2.7, PKA-R1A act 2.1, HTR5A inv ctr -7.9, MOR-DOR inv ag -8.4, V-ATPase pH -4.3, Arrestin-AP2 inh 9.1, OPRM1-OPRD1 ag 1.5, Pemphigus Ab inh 128.3, DAGLB inh 1.9 and HTR5A ag 1.2.
Screening CC1C(=O)N(Cc2cn(CCC3OCCO3)nn2)CCS(=O)(=O)N1Cc1ccc(-c2ccncc2)cc1 (stereo unspecified) returned PKA-R2B act -6.5, PKA-R1A act 1.6, V-ATPase pH 0.3, Pemphigus Ab inh 99.7 and DAGLB inh 0.1.
`CC1CCCC(NC(=O)C2CCC(CNc3c(N4CCCC4)c(=O)c3=O)CC2)C1C` (stereo unspecified) gave PKA-R2B act -6.4, PKA-R1A act -1.4, HTR5A inv ctr 6.3, MOR-DOR inv ag 12.0, V-ATPase pH -2.0, Arrestin-AP2 inh -13.0, OPRM1-OPRD1 ag -2.2, Pemphigus Ab inh 97.1, DAGLB inh -0.8 and HTR5A ag 0.3.
For CCNS(=O)(=O)c1ccc2c3c(cccc13)C(=O)N2 the results were PKA-R2B act -1.9, PKA-R1A act 3.2, HTR5A inv ctr -8.0, MOR-DOR inv ag 9.8, V-ATPase pH 2.9, Arrestin-AP2 inh 1.2, OPRM1-OPRD1 ag -2.0, Pemphigus Ab inh 89.2, DAGLB inh 0.0 and HTR5A ag 4.6.

Source: PubChem BioAssay (several laboratories)
